Tb MetRS inh: T. brucei MetRS inhibitors, primary screen, biochemical, luminescence | purified T. brucei MetRS, ATP depletion, Kinase-Glo luminescence | methionyl-tRNA synthetase (Trypanosoma brucei brucei) | inhibition, % at 11.9 µM | 360,000 tested, 0.4% active;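 active = inhibition above a per-plate cutoff of the control wells' mean inhibition plus 3 SD, cut at about 5.5% in these data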;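 note: 0% = DMSO wells median and 100% = median of wells with control inhibitor compound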
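technique = Kinase-Glo luminescence, ATP depletion format | system = purified MetRS (methionyl-tRNA synthetase) enzyme from Trypanosoma brucei | timing = 15 min preincubation, 2 h reaction, all 25 °C | evaluation = percent inhibition versus plate control medians | dosing = single dose, 11.9 µM final nominal, 0.9% final DMSO | also added = substrates ATP, L-methionine and bulk Escherichia coli tRNA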
CendR NRP1 mod: modulators of CendR peptide binding to NRP-1, primary screen, biochemical, fluorescence polarization, uHTS; Neuropilin-1 (Homo sapiens), O14786; FAM-RPARPAR peptide binding to NRP-1; inhibition, % at 25 µM; 360,000 tested, 0.85% active; AID 602438, 2012;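 active = inhibition or corrected inhibition above about 18%, plus a signal ratio from 0.5 to 1.5, limit read from the data, passing the limit was not always enough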; note: strong numbers were not always called active
LMPTP block: LMPTP phosphatase inhibitors, primary screen, biochemical, fluorescence intensity, uHTS; recombinant LMPTP-A, OMFP fluorogenic substrate; 360,000 tested, 0.22% active; AID 651560, 2012; inhibition, % at 20 µM;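 active = compounds that cut the enzyme signal by at least half of the control window in the single-dose screen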;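 note: plate controls were DMSO wells with enzyme plus substrate for no effect and substrate without enzyme for full effect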
Target sequence (P24666 whole entry, looked up): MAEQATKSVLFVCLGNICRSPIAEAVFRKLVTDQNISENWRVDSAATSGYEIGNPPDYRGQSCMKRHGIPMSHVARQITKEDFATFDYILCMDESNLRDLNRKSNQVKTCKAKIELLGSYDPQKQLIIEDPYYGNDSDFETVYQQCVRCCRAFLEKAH
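Assay system: LMPTP-A enzyme. Input: 0.625 nM LMPTP-A final. Probe or stimulus: 400 µM OMFP. Compound dosing: single 20 µM dose. Schedule: 50 min dark incubation at room temperature. Detection: fluorescence intensity of OMFP turnover product. Read-out: percent inhibition versus substrate-only and uninhibited controls. Benchmarks: no-enzyme low control, uninhibited high control.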
Scp-1 inhibitor: Scp-1 phosphatase inhibitors, primary screen, biochemical, colorimetric, uHTS | Recombinant Scp1, phosphopeptide, malachite green phosphate absorbance | inhibition, % at 20 µM | 340,000 tested, 0.88% active | AID 493091, 2011;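 active = inhibition above about 50% at 20 µM, limit read from the data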;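 note: plate controls were DMSO wells with enzyme for no effect and wells lacking enzyme for full effect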
Target sequence (Q9GZU7 76-261 limits assumed): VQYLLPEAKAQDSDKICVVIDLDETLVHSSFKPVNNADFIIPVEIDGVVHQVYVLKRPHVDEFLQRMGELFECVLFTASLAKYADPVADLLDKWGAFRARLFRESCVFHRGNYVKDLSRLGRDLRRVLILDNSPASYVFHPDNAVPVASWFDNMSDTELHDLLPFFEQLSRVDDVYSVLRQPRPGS
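System: truncated SCP-1 phosphatase (76-261aa); medium: Tris acetate buffer pH 5.5 with MgCl2 and Tween-20; incubation: 45 min room-temperature reaction, 5 min colour, 30 min stabiliser; compound: single 20 µM dose, 1% DMSO; reagent: Phosphorylated 17-residue peptide substrate; read-out: % inhibition at 20 µM; technique: colorimetric free-phosphate detection, absorbance 630 nm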
Neddylation inh: inhibitors of cullin neddylation, primary screen, biochemical, TR-FRET, uHTS, NAE and Ubc12; AID 651699, 2012; 360,000 tested, 0.58% active; calls only at 25 µM; NEDD8-conjugating enzyme Ubc12 (Homo sapiens) + NEDD8-activating enzyme E1 regulatory …; in the data active = inhibition above about 36%
SUMO1 PPI mod: modulators of SUMO1 protein-protein interactions, primary screen, biochemical, uHTS; Small ubiquitin-related modifier 1 (Homo sapiens), P63165; SUMO1 binding to a labelled peptide, TR-FRET, 1 h; inhibition, % at 20 µM; 360,000 tested, 0.33% active; AID 602429, 2012; in the data active = inhibition above about 37%
Target sequence (P63165 whole entry, looked up): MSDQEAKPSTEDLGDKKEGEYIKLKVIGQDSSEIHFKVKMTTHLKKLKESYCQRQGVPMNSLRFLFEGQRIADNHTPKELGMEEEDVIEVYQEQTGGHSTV
NadD block: inhibitors of S. aureus NadD, primary screen, biochemical, colorimetric, uHTS; Nicotinate-nucleotide adenylyltransferase NadD (Staphylococcus aureus N315); purified NadD enzyme, colorimetric absorbance read-out; inhibition, % at 20 µM; 360,000 tested, 0.78% active; AID 602399, 2012; in the data active = inhibition above about 26%; note: some compounds past the cut are filed as inactive
STEP block: STEP phosphatase inhibitors, primary screen, biochemical, fluorescence intensity, uHTS; inhibition, % at 20 µM; Tyrosine-protein phosphatase non-receptor type 5 (Homo sapiens), P54829; 360,000 tested, 0.25% active; recombinant STEP, OMFP fluorogenic substrate; AID 588621, 2011;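 active = inhibition at 20 µM, scaled per plate between control wells, above about 37%, limit read from the data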;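 note: 0% = DMSO with enzyme and substrate and 100% = substrate only without enzyme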
Target sequence (P54829 whole entry, looked up): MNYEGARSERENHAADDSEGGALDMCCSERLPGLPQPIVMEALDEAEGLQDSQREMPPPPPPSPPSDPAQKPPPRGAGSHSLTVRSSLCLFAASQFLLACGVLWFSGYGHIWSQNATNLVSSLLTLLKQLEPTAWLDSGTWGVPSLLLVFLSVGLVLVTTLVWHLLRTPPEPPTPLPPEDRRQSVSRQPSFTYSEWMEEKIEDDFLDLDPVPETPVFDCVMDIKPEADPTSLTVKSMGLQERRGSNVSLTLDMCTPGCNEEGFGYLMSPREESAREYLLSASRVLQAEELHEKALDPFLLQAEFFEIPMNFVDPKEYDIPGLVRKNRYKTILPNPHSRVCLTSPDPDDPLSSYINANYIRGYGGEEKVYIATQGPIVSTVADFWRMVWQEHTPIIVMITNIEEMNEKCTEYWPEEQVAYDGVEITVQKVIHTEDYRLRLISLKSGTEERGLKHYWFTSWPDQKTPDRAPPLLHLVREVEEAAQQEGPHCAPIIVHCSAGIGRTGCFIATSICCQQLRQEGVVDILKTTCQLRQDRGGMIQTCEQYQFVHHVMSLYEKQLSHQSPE
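System: isolated STEP enzyme; schedule: 20 min enzyme reaction at room temperature, protected from light; medium: Bis-Tris buffer pH 6.0, 2.5 mM DTT, 0.005% Tween 20; signal: fluorescence, 480/540 nm; dosing: single compound dose of 20 µM, 1% DMSO final; also added: OMFP substrate, 25 µM final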
SKN-1 inh: suppressors of acrylamide-induced Pgst-4::GFP reporter in worms, primary screen, SKN-1 inhibitor project, whole organism, uHTS, GFP/RFP fluorescence ratio, strain VP596; C. elegans VP596 Pgst-4::GFP/RFP ratio, 24 h; AID 624304, 2012; 360,000 tested, 0.49% active; inhibition, % at 21.8 µM;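 active = interference check ratio from 0.5 to 1.5 plus GFP to RFP signal ratio inhibition reaching or exceeding a fixed threshold, cut at about 30% in these data, passing the limit was not always enough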; note: some compounds called inactive have numbers as strong as hits
DNMT1 inh: human DNMT1 methyltransferase inhibitors, primary screen, biochemical, molecular beacon, fluorescence, HinP1I cleavage, uHTS; DNA (cytosine-5)-methyltransferase 1 (Homo sapiens), P26358; 360,000 tested, 0.83% active; inhibition (reported as % activation of signal), % at 10 µM; AID 588458, 2011; in the data active = inhibition above about 50%
Active calls of the source: *; i = inactive; / = no result given.

Assay codes – A = Tb MetRS inh; B = CendR NRP1 mod; C = LMPTP block; D = Scp-1 inhibitor; E = Neddylation inh; F = SUMO1 PPI mod; G = NadD block; H = STEP block; I = SKN-1 inh; J = DNMT1 inh
C[C@H]1CN([C@@H](C)CO)C(=O)c2c(c3ccccc3n2C)-c2ccccc2CO[C@H]1CN(C)Cc1cccc(F)c1
  A: -1.0	B: 5.7	C: -2.0	D: /	E: i	F: 1.4	G: -1.9	H: -2.0	I: -1.7	J: -6.6

C=CCc1cc(OC)ccc1OCCOCCC(C(=O)OCC)C(=O)OCC
  A: -0.4	B: -11.2	C: 1.2	D: -6.8	E: i	F: 4.5	G: -5.7	H: 1.6	I: -5.7	J: 5.6

O=C(NC1CCCN(CCc2ccccc2)C1)c1c(F)cccc1F (stereo unspecified)
  A: -0.8	B: 16.4	C: -1.2	D: -3.5	E: i	F: 5.3	G: -5.9	H: -2.7	I: 5.9	J: -4.2

CN(C)CCNC(=O)c1ccccc1-c1ccccc1
  A: -0.6	B: -0.6	C: -3.5	D: -9.2	E: i	F: 1.2	G: -3.9	H: -2.0	I: -5.5	J: -1.1

OC1(c2ccc(Br)cc2)CCNCC1
  A: -0.9	B: -0.6	C: -1.3	D: -3.4	E: i	F: -1.6	G: 0.8	H: 0.8	I: -8.5	J: -3.9

Cc1ccnc(NC(=O)CCC(=O)N(CC(=O)NC(C)(C)C)Cc2ccc3c(c2)OCO3)c1
  A: -0.3	B: 3.3	C: -0.5	D: -7.1	E: i	F: 4.3	G: -7.1	H: -0.9	I: -0.2	J: 1.8

CC1Cc2nc(SCC(=O)Nc3nccs3)n(C)c(=O)c2S1 (stereo unspecified)
  A: 0.1	B: -8.8	C: 1.3	D: 0.3	E: i	F: 4.0	G: -0.4	H: 3.2	I: 5.8	J: -5.2

O=C(NC1CC1)c1cc2cc(Br)ccc2s1
  A: -0.2	B: 17.0	C: -1.0	D: -2.2	E: i	F: -4.5	G: -3.0	H: 0.8	I: -11.4	J: 0.5

O=C(c1cccc(Cl)c1)N1CCN(Cc2ccc3c(c2)OCO3)CC1
  A: -0.3	B: 11.5	C: 0.0	D: -4.7	E: i	F: 5.3	G: -1.6	H: 0.1	I: -2.6	J: 90.2*

COc1ccc(N2CCN(C(=O)CN(c3ccc(OC)cc3)S(=O)(=O)c3ccccc3)CC2)cc1
  A: -0.1	B: 2.9	C: 1.4	D: -1.8	E: i	F: 3.6	G: 2.5	H: 3.1	I: 8.5	J: 2.6

(more compounds)
Assay codes – A = Tb MetRS inh; B = CendR NRP1 mod; C = LMPTP block; D = Scp-1 inhibitor; E = Neddylation inh; F = SUMO1 PPI mod; G = NadD block; H = STEP block; I = SKN-1 inh; J = DNMT1 inh
CC(C)(C)C(=O)Nc1ccc(S(=O)(=O)Nc2nccs2)cc1
  A: -0.6	B: -7.1	C: -2.1	D: -10.0	E: i	F: 0.4	G: -4.3	H: 0.1	I: 16.4	J: -1.8

Cc1cccc(/N=C/c2c(O)cc(C)oc2=O)n1
  A: -0.1	B: -37.4	C: -1.7	D: -2.1	E: i	F: -3.5	G: 2.5	H: 1.6	I: 4.8	J: -0.3

CCCNC(=O)C1CCC(CNS(=O)(=O)c2ccc3c(c2)N(C(C)=O)CCO3)CC1 (stereo unspecified)
  A: -0.1	B: -6.6	C: -0.6	D: -3.5	E: i	F: 0.0	G: 1.4	H: -1.5	I: 11.8	J: 1.0

COc1ccc(S(=O)(=O)N2CCCCC2)cc1NC(=O)CSc1nnc(C2CC2)n1C
  A: -0.5	B: -10.9	C: -0.8	D: -5.7	E: i	F: 2.2	G: -6.1	H: -2.0	I: 7.9	J: -1.2

CCC(=O)NNC(=S)NC(=O)c1ccc(C)cc1
  A: -1.0	B: 2.9	C: 2.1	D: 1.8	E: i	F: 2.1	G: 1.0	H: -0.9	I: -24.5	J: 4.1

COC(=O)C1(C)NC(c2cccs2)C2C(=O)N(c3ccccc3F)C(=O)C21 (stereo unspecified)
  A: 0.3	B: 5.8	C: -2.0	D: -2.2	E: i	F: 11.0	G: -1.9	H: 0.8	I: -25.7	J: -2.5

CCOc1ncccc1C(=O)OCc1cccc([N+](=O)[O-])c1
  A: -0.1	B: -1.0	C: 0.4	D: 0.4	E: i	F: -17.4	G: -2.8	H: 1.4	I: 15.6	J: 2.1

CN1C(=O)c2ccc(NC(=O)c3cccc4ccccc34)cc2C1=O
  A: -1.3	B: -5.1	C: 16.0	D: 0.8	E: i	F: -1.6	G: -3.8	H: 2.2	I: 3.5	J: 8.2

O=C(CN1CCN(c2ccc(Cl)cc2)CC1)c1ccc2c(c1)OCO2
  A: -1.4	B: 2.3	C: 0.9	D: 27.1	E: i	F: -5.7	G: -0.5	H: -1.2	I: -31.5	J: -5.1

Cc1cccc(NC(=O)C2CCCN(C(=O)Nc3ccc(F)cc3)C2)c1 (stereo unspecified)
  A: -0.4	B: 17.5	C: 0.2	D: -9.8	E: i	F: 3.3	G: -3.1	H: -0.4	I: 18.9	J: 2.9

(list continues)
Assay codes – A = Tb MetRS inh; B = CendR NRP1 mod; C = LMPTP block; D = Scp-1 inhibitor; E = Neddylation inh; F = SUMO1 PPI mod; G = NadD block; H = STEP block; I = SKN-1 inh; J = DNMT1 inh
CCC1CCCCN1Cc1ccc(OC)c(C)c1 (stereo unspecified)
  A: -0.3	B: -4.1	C: -1.0	D: -3.7	E: i	F: -0.9	G: -5.3	H: -0.4	I: -0.7	J: 1.2

CCN(C(=O)CN1C(=O)NC(c2ccccc2)(c2ccc(C)c(C)c2)C1=O)C1CCCCC1 (stereo unspecified)
  A: -0.2	B: 1.8	C: 4.7	D: -5.7	E: i	F: 3.1	G: 4.8	H: -1.5	I: -10.4	J: -5.9

Cc1ccc(-n2cnc3c(sc4nc(N5CCOCC5)c5c(c43)CCCC5)c2=O)cc1
  A: 0.2	B: 5.6	C: 2.9	D: 0.9	E: i	F: -41.6	G: 9.5	H: 4.5	I: 23.0	J: -8.4

COc1c2c(nc3occc13)C(CC=C(C)C)(OC)C(OC(C)=O)CC2 (stereo unspecified)
  A: -0.5	B: -2.6	C: 1.2	D: -3.3	E: i	F: 22.1	G: -1.2	H: -3.0	I: 13.0	J: -3.1

CCNS(=O)(=O)c1ccc(CCC(N)=O)cc1
  A: -1.7	B: 4.9	C: 1.4	D: 3.1	E: i	F: 0.6	G: -0.5	H: 0.9	I: -0.6	J: 4.2

Cc1ccc(NC(=O)CCS(=O)(=O)c2ccc3c(c2)NC(=O)C(C)S3)cc1Cl (stereo unspecified)
  A: 5.2	B: 2.6	C: 1.2	D: -3.4	E: i	F: 3.8	G: 4.2	H: -0.2	I: 10.0	J: -0.8

COc1cccc(CN(C)CC(=O)NNC(=O)c2ccc(Cl)cc2)c1
  A: -0.2	B: -17.9	C: -0.4	D: 9.2	E: i	F: -0.9	G: 3.4	H: 0.5	I: -1.8	J: 6.9

COc1ccc(Cl)cc1NC(=O)CCS(=O)(=O)c1cc2c(cc1C)NC(=O)CO2
  A: 0.3	B: 0.5	C: -0.9	D: -1.2	E: i	F: 2.9	G: 9.1	H: 0.5	I: -8.9	J: -1.2

COc1cc(/C=C/C(=O)OCC(=O)Nc2ccc3c(c2)OCCO3)ccc1O
  A: 0.2	B: 5.1	C: -1.3	D: -11.6	E: i	F: -3.2	G: -0.4	H: 2.0	I: -3.1	J: -19.4

CC(C)(C)c1ccc(C(=O)N2CCN(c3ncccn3)CC2)cc1
  A: 0.5	B: -4.5	C: -1.9	D: -10.0	E: i	F: -6.0	G: 1.1	H: 1.3	I: 0.2	J: -2.3

An excerpt from above, reduced to SUMO1 PPI mod and CendR NRP1 mod.
compound	SUMO1 PPI mod	CendR NRP1 mod
Cc1ccc(-n2cnc3c(sc4nc(N5CCOCC5)c5c(c43)CCCC5)c2=O)cc1	-41.6	5.6
COc1c2c(nc3occc13)C(CC=C(C)C)(OC)C(OC(C)=O)CC2 (stereo unspecified)	22.1	-2.6

Additional entries:
Assay codes – A = Tb MetRS inh; B = CendR NRP1 mod; C = LMPTP block; D = Scp-1 inhibitor; E = Neddylation inh; F = SUMO1 PPI mod; G = NadD block; H = STEP block; I = SKN-1 inh; J = DNMT1 inh
O=C(O)Cn1c(=O)c2c3c(sc2n(Cc2ccccc2F)c1=O)CCCC3
  A: -0.2	B: 6.4	C: -0.9	D: -15.6	E: i	F: 2.5	G: -2.0	H: -1.5	I: 4.9	J: 1.5

COc1ccccc1N1CCN(C(=O)CSc2nc(N)cc(=O)[nH]2)CC1
  A: -0.8	B: -4.0	C: 0.4	D: -4.3	E: i	F: -1.4	G: 4.2	H: -1.4	I: 9.5	J: -4.4

CCOC(=O)[C@H]1[C@H]2COc3ccc(Cl)cc3[C@@H]2N2C(=O)c3cc(F)ccc3NC(=O)[C@@]12C
  A: -0.4	B: 6.6	C: -0.9	D: -8.1	E: i	F: 3.9	G: -2.7	H: -3.0	I: -9.7	J: 0.5

O=C(c1ccccc1F)N1CCN(C2CCC(c3ccccc3)CC2)CC1 (stereo unspecified)
  A: 0.1	B: -13.3	C: -0.5	D: -6.2	E: i	F: -0.2	G: -4.1	H: 4.3	I: 10.6	J: -0.3

O=C(NCc1ccco1)c1ccc(Cl)c(S(=O)(=O)N2CCCC2)c1
  A: -0.3	B: -17.1	C: -0.1	D: 12.8	E: i	F: 4.1	G: 2.7	H: -0.4	I: -8.4	J: 5.0

O=c1oc(CCCO)cc2ccc(C#CC3(O)CCCCC3)cc12
  A: -0.3	B: -8.5	C: -2.4	D: 0.6	E: i	F: -4.9	G: -7.0	H: -0.7	I: 9.4	J: 0.1

COc1cccc(C(=O)Nc2nnc(-c3cccs3)s2)c1
  A: -1.0	B: 1.5	C: -0.2	D: 7.1	E: i	F: 19.0	G: -3.9	H: 0.6	I: -15.0	J: 2.6

CCC(=O)c1ccc(OCC(O)CN2CCN(c3cccc(C(F)(F)F)c3)CC2)cc1 (stereo unspecified)
  A: -1.9	B: 3.0	C: -1.7	D: -6.7	E: i	F: -0.5	G: -6.5	H: -1.8	I: 11.0	J: -0.7

Source: PubChem (several laboratories)
